Screening data from PubChem.
KCNQ2 block = KCNQ2 channel blockers in CHO-K1 cells – cell-based, FluxOR thallium flux, B-score, primary screen (AID 2156); O88943; 20 min; hits give low values; B-score at 10 µM; 1.1% of 310,000 active;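 active = fluorescence ratio B-score at most minus 3 library SDs, with starting brightness B-score within 2 library SDs, cut at about -5.5 in these data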
Kir21 inh = Kir2.1 (mouse) channel inhibition. HEK293-Kir2.1, FluxOR thallium flux fluorescence; hits give low values. B-score at 10 µM. 0.85% of 310,000 active. AID 1672;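 active = fluorescence ratio B-score at or below minus 3 SD of library scores, with starting-brightness B-score within 2 SD, cut at about -4.2 in these data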;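 also: channel flux triggered by added potassium and thallium sulfate stimulus; B-score of peak minus minimum fluorescence over baseline after thallium stimulus; more negative B-score means stronger Kir2.1 block with less thallium influx; some compounds called inactive have numbers as strong as hits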
Target sequence (P35561 whole entry, looked up): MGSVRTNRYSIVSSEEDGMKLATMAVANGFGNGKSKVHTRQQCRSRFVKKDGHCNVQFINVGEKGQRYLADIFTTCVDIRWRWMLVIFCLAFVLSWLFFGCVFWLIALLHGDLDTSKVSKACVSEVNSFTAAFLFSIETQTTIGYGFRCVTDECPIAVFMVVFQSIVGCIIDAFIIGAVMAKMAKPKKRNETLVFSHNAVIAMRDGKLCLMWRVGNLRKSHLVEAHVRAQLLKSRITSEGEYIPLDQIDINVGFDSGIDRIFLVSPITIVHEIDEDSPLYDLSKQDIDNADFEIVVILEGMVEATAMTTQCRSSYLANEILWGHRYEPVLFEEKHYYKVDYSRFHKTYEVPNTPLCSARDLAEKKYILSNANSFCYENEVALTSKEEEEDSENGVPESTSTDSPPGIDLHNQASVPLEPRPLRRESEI
CHT inh = inhibitors of human choline transporter CHT; CHT-expressing cells, membrane potential dye, choline response; hits give low values; B-score at 10 µM; 0.86% of 310,000 active; AID 488975;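 active = B-score over 3 SD under the library average, and starting fluorescence ratio not unusually high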;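 also: choline stimulus applied at its EC90 after an EC20 pre-addition; B-score computed on integrated fluorescence ratio after choline addition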
Target sequence (Q9GZV3 whole entry, looked up): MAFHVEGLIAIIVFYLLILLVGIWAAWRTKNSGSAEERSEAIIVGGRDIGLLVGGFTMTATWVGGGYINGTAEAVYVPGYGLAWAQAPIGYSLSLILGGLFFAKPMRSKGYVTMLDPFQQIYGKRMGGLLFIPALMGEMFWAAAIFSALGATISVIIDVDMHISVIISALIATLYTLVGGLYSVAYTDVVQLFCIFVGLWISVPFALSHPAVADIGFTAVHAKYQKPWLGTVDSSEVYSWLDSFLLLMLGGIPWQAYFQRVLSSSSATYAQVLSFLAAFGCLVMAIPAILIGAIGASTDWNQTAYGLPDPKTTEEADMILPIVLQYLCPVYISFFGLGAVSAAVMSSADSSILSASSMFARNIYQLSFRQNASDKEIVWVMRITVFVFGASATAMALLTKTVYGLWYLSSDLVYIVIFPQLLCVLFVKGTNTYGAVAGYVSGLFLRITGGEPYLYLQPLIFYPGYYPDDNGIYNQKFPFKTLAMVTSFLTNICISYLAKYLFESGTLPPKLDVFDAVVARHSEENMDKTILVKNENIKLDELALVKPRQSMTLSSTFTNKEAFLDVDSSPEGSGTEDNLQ
* marks the source's active call; other numbers are inactive results; i = inactive; x = not tested or not shown.

KCNQ2 block	Kir21 inh	CHT inh	mol
i	2.86	i	COc1cccc(N(C(=O)c2ccco2)C(C(=O)NC2CCCC2)c2cccnc2)c1 (stereo not given)
i	0.53	i	CC1=[N+](C)N(c2ccccc2)C(=O)C1N=C/C=C/c1ccccc1 (stereo not given)
i	-0.85	i	O=C(/C=C/c1cccc([N+](=O)[O-])c1)Nc1cccc(NC(=O)c2ccco2)c1
i	0.97	i	COc1ccc(NC(=S)N2CCN(C(=O)c3ccco3)CC2)c(OC)c1
i	-1.63	i	N#Cc1cccc(CS(=O)(=O)c2ccc(Cl)cc2)c1
i	0.71	i	COc1ccc(NC(=O)c2cc(-c3ccccc3Cl)on2)cc1OC
i	-2.44	i	O=C(NCc1ccccc1)C1=C[C@@H](C2CC2)C[C@@H](OCc2ccc(CO)cc2)O1
i	1.45	i	C/C(=N\NC(=O)Cc1ccc(Cl)cc1)c1ccccc1O
i	-0.12	i	Cc1ccc(S(=O)(=O)NCCC(=O)NC2CC2)cc1
i	-1.19	i	CC(=O)NC1C(OCCOc2ccc(Cl)cc2Cl)OC(COC(C)=O)C(OC(C)=O)C1OC(C)=O (stereo not given)
i	0.39	i	COc1ccc(OC)c(NC(=O)Cc2coc3ccc4ccccc4c23)c1
i	-1.45	i	COc1ccc(/C=C/C(=O)Nc2ccccc2C(=O)N2CCCC2)cc1
i	-0.77	i	COc1ccc(S(=O)(=O)Nc2ccc(O)c(Sc3nc4ccccc4s3)c2)cc1
i	0.01	i	Cc1ccc(N2C(=O)c3n[nH]c(C)c3C2c2ccccn2)cc1 (stereo not given)
i	-1.05	i	CCn1nc2cc(C(=O)NCC34CC5CC(CC(C5)C3)C4)ccc2c1OC
i	-0.01	i	C=CC(C)Sc1nc2c(c(=O)n(C)c(=O)n2C)n1Cc1ccccc1Cl (stereo not given)
i	1.23	i	COC(=O)c1ccc(COc2cccc(OC)c2)o1
i	0.39	i	O=C(NCCCN1CCCC1=O)c1ccc(Cl)c(NS(=O)(=O)c2ccc(F)cc2)c1
i	0.33	i	S=c1[nH]nc(-c2cccc(Cl)c2)n1CCN1CCCCC1
i	-0.26	i	C/C(=N\NC(=O)c1ccncc1)c1cc2ccccc2oc1=O
i	0.8	i	COc1ccc(CN2CCNC(=O)C2CC(=O)N(C)Cc2ccno2)c(F)c1 (stereo not given)
i	-0.61	i	COc1ccc(CN2C(=O)C(CC(C)C)Nc3ncnc(N4CCOCC4)c32)cc1 (stereo not given)
i	-0.68	i	CC(=O)NC(NC(=S)Nc1ccccc1Br)C(Cl)(Cl)Cl (stereo not given)
i	0.1	i	CCOC(=O)N1CCN(CC(=O)Nc2cccc(Br)c2)CC1
i	0.32	i	O=C(Nc1ccc(Br)cn1)C1CCN(S(=O)(=O)c2cccs2)CC1
i	0.01	i	Cc1cc(N(C)C)c(C#N)c(NCc2ccccc2)n1
i	-6.78*	i	CCCCCCCCCCCCCCCC[N+](C)(C)CC
i	0.05	i	O=C(N/N=C/c1ccc([N+](=O)[O-])s1)c1ccccc1
i	1.07	i	CSc1cccc(N2CC(C(=O)Nc3ccccc3N3CCCC3)CC2=O)c1 (stereo not given)
i	0.86	i	O=C(CNC(=O)c1cccs1)NCC(=O)OCc1ccc(Cl)cc1Cl

One compound at a time (already shown).
CC(=O)NC1C(OCCOc2ccc(Cl)cc2Cl)OC(COC(C)=O)C(OC(C)=O)C1OC(C)=O (stereo not given) in the list: KCNQ2 block = i; Kir21 inh = -1.19; CHT inh = i
COc1ccc(OC)c(NC(=O)Cc2coc3ccc4ccccc4c23)c1 in the list: KCNQ2 block = i; Kir21 inh = 0.39; CHT inh = i
O=C(NCCCN1CCCC1=O)c1ccc(Cl)c(NS(=O)(=O)c2ccc(F)cc2)c1 in the list: KCNQ2 block = i; Kir21 inh = 0.39; CHT inh = i

Next part:
KCNQ2 block	Kir21 inh	CHT inh	mol
i	-1.14	i	CCC(C)(C)n1nnnc1C(c1cccs1)N1CCc2ccccc21 (stereo not given)
i	-1.03	i	CC(C)[C@H](NC(=O)NCc1ccc(Cl)cc1)C(=O)O
i	0.16	i	Cc1c(Br)cc(C(=O)N2CCCCCC2)c(C)c1C
i	-1.19	i	CN1CCN(c2ccc([N+](=O)[O-])cc2C(=O)c2ccccc2)CC1
i	-1.28	i	O=C(NC1CCCC1)C1CCN(S(=O)(=O)N2CCCCC2)CC1
i	-1.73	i	Cc1ccc(SCCN2CCC(NC(=O)OCc3ccccc3)CCC2=O)cc1 (stereo not given)
i	-1.28	i	Cn1c(SCC(=O)NC2CCCCC2)nnc1-c1cccc(N)c1
i	-0.92	i	Cc1cc(F)ccc1S(=O)(=O)Nc1ccccc1C(=O)NCc1ccccn1
i	0.63	i	COc1cc(NC(=O)COC(=O)CCCC2=NS(=O)(=O)c3ccccc3N2)cc(OC)c1
i	-1.64	i	O=C(CN1CCN(c2ccccc2)CC1)Nc1ccncc1
i	0.17	i	CN(C)c1ccc(-c2nnc(-c3cccnc3)o2)cc1
i	-0.56	i	CC1CCCCN1S(=O)(=O)c1ccc2[nH]c(=O)cc(C(=O)NCCCN3CCCCCC3)c2c1 (stereo not given)
i	0.99	i	COc1cccc(NC(=O)Cc2cn(C)c3ccccc23)c1
i	0.69	i	Nc1ccc(-c2nc3c(Cl)c(N)ccc3[nH]2)cc1
i	2.77	i	Cc1[nH]c2ccc(C(=O)N3CCN(c4ccc(F)cc4)CC3)cc2c1C
i	0.02	i	CC1=C(C(=O)OCC(Br)(Br)Br)C(c2cccc([N+](=O)[O-])c2)NC(=O)N1CCCC(=O)O (stereo not given)
i	-0.88	i	CCOc1ccc(C2/C(=C(\O)c3ccc4c(c3)OCCO4)C(=O)C(=O)N2CCCn2ccnc2)cc1OC (stereo not given)
i	0.45	x	CCN1CCc2c(C#N)c(N3CCOCC3)nc(NCc3ccccc3)c2C1
i	0.12	i	CC(=O)c1ccc(N(CC(=O)NC2CCCC2)C(=O)CNC(=O)c2ccco2)cc1
i	2.33	i	CCC(=O)NCCCc1nc(-c2ccccc2)no1
i	1.21	i	Cc1ccc(S(=O)(=O)N(c2cccc(C)c2)C2CCS(=O)(=O)C2)cc1 (stereo not given)
i	-0.65	i	COc1ccc(N2CCN(C(=O)CCS(=O)(=O)c3ccc4c(c3)CCN4C(=O)C3CC3)CC2)cc1
i	-0.02	i	CSc1ccc(COC(=O)CCS(=O)(=O)c2ccc(C)cc2)cc1
i	-1.22	i	[O-][N+]12CCCCC1CCCC2CO (stereo not given)
i	0.69	i	O=C1C2CC=C(Cl)CC2C(=O)N1CCC[n+]1cccc2ccccc21 (stereo not given)
i	0.82	i	O=C(Nc1nnc(-c2ccco2)o1)c1cccc(N2C(=O)CCC2=O)c1
i	-0.74	i	COc1cccc(CN2CC(C(=O)NCCOc3ccccc3F)CCC2=O)c1 (stereo not given)
i	-0.06	i	Nn1cnc2c(c1=O)C1(CCCCC1)Cc1ccccc1-2
i	0.09	i	Cc1cccc(C)c1NC(=O)C(NC(=O)c1ccccn1)c1ccc([N+](=O)[O-])cc1 (stereo not given)
i	-2	i	C/C(=N\O)c1cc(Cl)cc(Cl)c1O
i	0.17	i	O=C(NC1CCCCCC1)c1c(F)c(F)c(F)c(F)c1F
i	-0.67	i	COc1ccc(-c2nc(CCl)cs2)cc1OC
i	-0.07	i	CCOC(=O)c1ccc(N/C(=N\S(=O)(=O)c2ccccc2C)c2ccccc2)cc1
i	0.02	i	O=C(/C=C/c1ccccc1)N1CCC(N2CCC(C(=O)N3CCOCC3)CC2)CC1
i	-1.46	i	O=C1CCCC2=C1C(c1ccc(O)c(O)c1)Nc1ccc3ncccc3c12 (stereo not given)
i	0.68	i	CC1(C)CC(=O)C(C=Nc2ccc(O)cc2)=C(O)C1
i	0.04	i	Cc1ccccc1NC1=NC(C)(C)N=C(N)N1
i	0.76	i	CCOC(=O)c1cc(C)n(CCCN2CCOCC2)c1C
i	-0.2	i	CCCC(=O)Nc1nc2ccc(NC(=O)c3ccc(Br)o3)cc2s1
i	0.24	i	CCN1C(=O)/C(=C\N(C)C)c2ccccc21
i	2.2	i	O=C(c1ccccc1)c1cccn1CC(=O)N1CCN(C2CCCCC2)CC1
i	-0.47	i	COC(=O)c1cnn(-c2ccc(F)cc2F)c1/C=N/NC(N)=S
i	-0.78	i	O=C(CCl)Nc1ccccc1C(=O)NCc1ccccc1
i	0.9	i	NS(=O)(=O)c1ccc(NC(=O)CCC(=O)N2CCOCC2)cc1
i	0.16	i	CC(=O)c1c(C)nc2sc3c(=N)n(N)cnc3c2c1-c1ccc(Cl)cc1
i	-0.02	i	O=C(NC1CCN(C(=O)Nc2cccc(Cl)c2)CC1)C1CCCCC1
i	0.01	i	CCOC(=O)N1CCN(C(=O)c2ccc(SC)cc2OC)CC1
i	-0.03	i	COc1ccc(Cc2c(O)nc(SC)n(C(C)=O)c2=O)cc1
i	-0.34	i	Cn1nc(C(C)(C)C)cc1C(=O)NNC(=O)c1cccc(Cl)c1
i	1.69	i	CCc1ccc(C(=O)Cc2cc3cccc(OC)c3oc2=O)cc1
i	-1.1	i	CC(C)(C)c1ccc(OCCn2ccccc2=O)cc1
i	0.35	i	CC(=O)Nc1ccc(NC(=O)C(C)OC(=O)c2ccccc2C(=O)c2ccc(Cl)c([N+](=O)[O-])c2)cc1 (stereo not given)
i	-0.38	i	C=CCn1c(O)c(N=NC(=O)c2ccc3c(c2)OCO3)c2ccccc21
i	0.53	i	O=C(C1=C(O)C(=O)N(CCOCCO)C1c1cccs1)c1cccs1 (stereo not given)
i	0.02	i	CC(=O)Nc1ccc(S(=O)(=O)N2CCOCC2)cc1
i	0.9	i	Cc1ccc(S(=O)(=O)N(CC(=O)NCCSCc2ccco2)c2cc(C)ccc2C)cc1
i	-1.08	i	Cn1ncc2c(N3CCOCC3)ncnc21
i	1.77	i	CC(=O)OC1CC(C)(C)N(OC(=O)CCCN2C(=O)c3ccccc3C2=O)C(C)(C)C1
i	-0.05	i	C/C(=N/NC(=O)c1cccs1)c1cccc(NC(=O)C2CC2)c1
i	-1.6	i	O=C(CN(Cc1ccco1)C(=O)CNS(=O)(=O)c1ccc(Cl)cc1)NCc1ccco1

4 of the compounds above, with each value named.
> COc1ccc(Cc2c(O)nc(SC)n(C(C)=O)c2=O)cc1
  KCNQ2 block: i
  Kir21 inh: -0.03
  CHT inh: i
> Cn1nc(C(C)(C)C)cc1C(=O)NNC(=O)c1cccc(Cl)c1
  KCNQ2 block: i
  Kir21 inh: -0.34
  CHT inh: i
> CCc1ccc(C(=O)Cc2cc3cccc(OC)c3oc2=O)cc1
  KCNQ2 block: i
  Kir21 inh: 1.69
  CHT inh: i
> CC(C)(C)c1ccc(OCCn2ccccc2=O)cc1
  KCNQ2 block: i
  Kir21 inh: -1.1
  CHT inh: i

Going on with the list.
KCNQ2 block	Kir21 inh	CHT inh	mol
i	-1.17	i	O=C(c1ccc(Cl)c(NC2=NC3CS(=O)(=O)CC3S2)c1)N1CCN(c2ccccc2)CC1 (stereo not given)
i	0.1	i	CCCCN1CC(O)=C(c2nc3ccccc3[nH]2)C1=N
i	0.73	i	COc1cc(S(=O)(=O)n2c(C)nc3ccccc32)ccc1F
i	-3.52	i	CCN(CC)C(=O)CSc1nnc2nnc3cc(Cl)ccc3n12
i	0.62	i	COc1ccccc1NC(=O)Cn1nnc(C(=O)Nc2ccccc2)c1N
i	0.82	i	CN(C)c1ccc(-c2ccc([C@H]3[C@@H]4C=CCC[C@@]4(C)C(=O)N3Cc3ccccc3)c(F)c2)cc1
i	-6.94*	i	CC(C)N(Cc1ccccc1)S(=O)(=O)c1ccc(Cl)nc1
i	-0.1	i	COc1ccc(NC(=O)CN2C(=O)NC(C)(c3ccc(C)cc3)C2=O)c([N+](=O)[O-])c1 (stereo not given)
i	0.28	i	COc1ccc(-c2ccnc(SCC(=O)c3ccc(Br)cc3)n2)cc1
i	-0.29	i	CC1Cc2cc(/C(O)=C3/C(=O)C(=O)N(CCCn4ccnc4)C3c3ccncc3)ccc2O1 (stereo not given)
i	-0.03	i	O=C(Nc1nnc(SCc2c(Cl)cccc2Cl)s1)C1CCCO1 (stereo not given)
i	-0.07	i	COC(=O)c1cc(COc2ccc3c4c(c(=O)oc3c2)CCCC4)c(C)o1
i	-1.65	-5.22*	Cc1ccc(-c2nn(-c3ccccn3)c(=O)c3ccccc23)cc1
i	-3.47	i	COc1ccc(C2c3c(ncn(CCN4CCOCC4)c3=N)Oc3ccc4ccccc4c32)cc1 (stereo not given)
i	-0.71	i	COC(=O)Cc1ccc(NC(=S)N2CCCCC2C)cc1 (stereo not given)
i	0.41	i	O=C(NCc1ccccc1)NC1CC2CCC(C1)N2Cc1ccco1 (stereo not given)
i	-7.99*	i	Clc1ccc(CN2CCC(c3nc4ccc(Cl)cc4[nH]3)CC2)cc1
i	1.12	i	CCC(C(=O)OCC(=O)Nc1c(C)n(C)n(-c2ccccc2)c1=O)c1ccccc1 (stereo not given)
i	2.24	i	Cn1c(N=NC(=O)c2ccccc2)c(O)c2ccccc21
i	0.49	i	COC(=O)c1[nH]c2ccccc2c1NC(=O)CN1CCCCCC1
i	0.78	i	Oc1ccc2ccccc2c1C=Nc1ccccc1-c1nc2ccccc2[nH]1
i	-1.37	i	CCOC(=O)N1CCN(Cc2nc3cc([N+](=O)[O-])ccc3n2C)CC1
i	1.6	i	COC(=O)c1ccc(CN2C(=O)NC(CC(C)C)C2=O)cc1 (stereo not given)
